PfM18AAP inh = PfM18AAP enzyme inhibition; recombinant PfM18AAP, H-Glu-NHMec fluorogenic cleavage; inhibition, % at 7.35 µM; 1.2% of 290,000 active;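 active = inhibition above the campaign mean inhibition over all tested compounds plus 3 SD, cut at about 28% in these data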;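 also: 0% = plate median of test compound wells and 100% = 2 mM ZnCl2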
V1R ag counter = counter-screen for oxytocin receptor agonists: human V1a receptor agonists; P37288; CHO-V1R cells, Fluo-8 calcium fluorescence, agonist mode; 0% DMSO, 100% 3 nM vasopressin; activation, % at 3 µM; 0.25% of 320,000 active;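 active = activation above the mean activation of all tested compounds plus 3 SD, per screening run, cut at about 20% in these data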;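 also: signal is peak over basal fluorescence ratio across a 100 second FLIPR read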
Target sequence (P37288 whole entry, looked up): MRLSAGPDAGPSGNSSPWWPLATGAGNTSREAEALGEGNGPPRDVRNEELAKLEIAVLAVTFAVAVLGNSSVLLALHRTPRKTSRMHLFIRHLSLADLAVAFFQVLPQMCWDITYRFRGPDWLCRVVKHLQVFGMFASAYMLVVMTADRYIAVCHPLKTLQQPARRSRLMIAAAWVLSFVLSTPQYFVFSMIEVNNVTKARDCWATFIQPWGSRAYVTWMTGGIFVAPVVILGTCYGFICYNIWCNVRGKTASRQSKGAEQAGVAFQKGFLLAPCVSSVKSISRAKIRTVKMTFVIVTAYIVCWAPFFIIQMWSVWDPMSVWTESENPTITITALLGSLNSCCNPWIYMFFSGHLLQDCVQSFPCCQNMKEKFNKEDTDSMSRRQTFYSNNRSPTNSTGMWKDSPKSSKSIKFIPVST
NALP1 inh = NALP1 inhibition. S. cerevisiae NALP1/ASC/caspase-1 growth, X-gal OD620, 72 h. inhibition, % at 10 µM. 0.61% of 280,000 active; in the data active = inhibition mostly above about 24%, no sharp cut-off; inactive = mostly below about 32%; also: some compounds called inactive have numbers as strong as hits
OXTR ag = agonists of human oxytocin receptor; 0.32% of 320,000 active; P30559; CHO-OTR cells, Fluo-8 calcium fluorescence; normalized: DMSO 0%, oxytocin 100%; AID 2435; activation, % at 3 µM;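 active = activation above the mean of all tested compounds plus 3 SD, cutoff set per screening run, cut at about 20% in these data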;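 also: peak over basal fluorescence ratio from a 100 s FLIPR kinetic read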
MEKK2 mut-MEK5 = signal of MEK5 binding to mutant human MEKK2 PB1 domain; bead flow cytometry, Alexa488-MEK5 binding to MEKK2 mutant; percent response, % at 10 µM; 0.35% of 290,000 active; AID 1530; in the data active = percent response above about 24%, passing the limit was not always enough; also: inactives centre near 1; some results filed as inactive read as strong as hits
GalR3 antagonist = blocks the human galanin receptor 3; O60755; HEK293 GalR3-CNG cAMP membrane potential fluorescence; galR3 body fused to GalR1 C-terminus; inhibition, % at 3 µM; 0.44% of 360,000 active; AID 651719;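 active = inhibition above the screen-wide average plus 3 SD, cut at about 13% in these data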;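 also: forskolin and galanin both at EC90 stimulate the cells; cAMP rise reported by CNG channel membrane potential dye signal; 0% = forskolin plus galanin with DMSO and 100% = forskolin alone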
Target sequence (O60755 1-299 limits assumed): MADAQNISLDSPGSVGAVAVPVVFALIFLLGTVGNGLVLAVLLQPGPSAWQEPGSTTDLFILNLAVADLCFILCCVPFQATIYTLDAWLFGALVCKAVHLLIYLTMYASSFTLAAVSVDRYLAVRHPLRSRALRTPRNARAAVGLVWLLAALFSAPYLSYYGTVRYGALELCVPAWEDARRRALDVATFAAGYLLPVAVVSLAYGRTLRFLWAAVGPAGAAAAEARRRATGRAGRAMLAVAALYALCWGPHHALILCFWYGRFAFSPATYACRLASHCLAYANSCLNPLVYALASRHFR
OXTR potentiate = potentiators of human oxytocin receptor | P30559 | CHO-OTR cells, Fluo-8 calcium fluorescence, potentiator mode; 0% = oxytocin EC15, 100% = EC100 | activation, % at 3 µM | 0.061% of 320,000 active | AID 2445;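 active = activation above that plate's cutoff, the mean activation of tested compounds plus 3 SD, cut at about 6.6% in these data, passing the limit was not always enough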;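 also: 100% uses oxytocin at 75 nM as the full agonist control; some results filed as inactive read as strong as hits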
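System: human OTR in CHO cells / Also added: sub-maximal oxytocin, roughly EC15 / Control set: EC15 oxytocin low, 75 nM oxytocin high / Schedule: 6 min compound pre-incubation at room temperature, 100 s kinetic read / Compound: single-point 3.0 µM / Replication: singlicate / Technique: Fluo-8 calcium dye fluorescence / Read-out basis: % activation of max/min ratio relative to oxytocin controls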
MEKK2wt PB1 HTS = raises or lowers MEK5 binding to wildtype human MEKK2 PB1 domain; bead flow cytometry, Alexa488-MEK5 binding to MEKK2 WT; actives lie on both sides; binding response (% of control), % at 10 µM; 1.1% of 290,000 active; in the data active = binding response below about 67% or above about 130%
GPR7 antagonist = human neuropeptides B/W receptor 1 antagonism | P48145 | inhibition, % at 4.4 µM | 1.1% of 290,000 active | AID 1861 | GPR7-expressing cells, fluorescence antagonist assay; in the data active = inhibition above about 16%, passing the limit was not always enough;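 also: cells stimulated with the agonist NPW; 0% = agonist with vehicle and 100% = vehicle without agonist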
An asterisk follows results filed as active; x = no result given. An unsorted share of the library. Share with any hit: about 4.1%.

no.	molecule	PfM18AAP inh	V1R ag counter	NALP1 inh	OXTR ag	MEKK2 mut-MEK5	GalR3 antagonist	OXTR potentiate	MEKK2wt PB1 HTS	GPR7 antagonist
1	CC(C)C[C@@H](CO)N1CCN(CC(C)C)CCC1=O	1	1.2	13	-0.4	-3	-6	-4	104	-2
2	CCc1cc(C(=O)NC(C)C2CCCO2)cs1 (stereo unspecified)	0	-0.4	5	-0.3	4	-5	-3	108	15
3	CCC(C)(C(=O)NC1CCCCC1)N(C(=O)Cc1cccs1)c1ccccc1 (stereo unspecified)	-2	18	30	23*	-1	-10	-12	100	22
4	Cc1ccc(N2C(=O)CS/C2=C(\C(Cl)=C(Cl)Cl)[N+](=O)[O-])cc1	15	0.4	-13	0.1	0	-4	-6	94	-5
5	Cc1ccc(-c2cccc(CN3CCN(C4CCN(C(C)C)CC4)C(CCO)C3)c2)o1 (stereo unspecified)	-30	0.0	1	-1.1	7	-6	-7	121	-10
6	Cc1ccc(-c2csc3ncnc(Cl)c23)cc1	-7	0.0	26	-2.0	-2	-3	-2	104	3
7	COC(=O)CCC(=O)c1ccn(S(=O)(=O)c2ccccc2)c1	-2	1.3	-16	0.0	7	-10	-14	103	-16
8	COc1ccc(C2=CC(c3ccc(F)cc3)n3nnnc3N2)cc1 (stereo unspecified)	-2	-0.1	14	-0.6	x	2	-11	x	4
9	Cc1noc(C)c1CSCC(=O)N1CCN(c2ccc([N+](=O)[O-])cc2)CC1	4	12	-6	12	8	-5	-16	106	1
10	COc1cc(C(=O)NCc2ccc(-c3nc4ccccc4s3)cc2)cc(OC)c1OC	1	0.0	35	-0.5	0	-3	-10	107	-1
11	Cc1cccc(-n2c(Cc3cc(=O)[nH]c(=O)[nH]3)nnc2SC(C)C)c1	10	-0.3	-69	0.2	13	4	-2	107	-4
12	COc1ccccc1N1CCN(CC(O)COc2c(OC)cccc2OC)CC1 (stereo unspecified)	-2	2.4	14	1.6	-2	-8	-1	100	-20
13	CCn1c(CCNC(=O)c2ccc(C)cc2)n[nH]c1=S	4	0.9	27	-0.5	-3	6	1	95	-13
14	Cc1ccc(CNCC(O)c2ccccc2)s1 (stereo unspecified)	-8	2.6	10	1.2	-1	-7	3	94	1
15	CCCn1c(C(O)c2cccc(OC)c2)nc2ccccc21 (stereo unspecified)	-9	x	-4	x	2	-8	x	98	1
16	CCOC(=O)CSc1nnc(CNC(=O)c2cc(OCC)c(OCC)c(OCC)c2)n1C	-9	-0.9	3	-1.4	6	-5	2	101	-9
17	COc1ccc(Nc2nc(-c3ccccc3F)nc3ccccc23)cc1OC	-2	-1.1	-3	-1.8	1	-9	0	104	-10
18	COC(=O)C1=C(C)N=C2SC(C)C(=O)N2C1c1cccc(F)c1 (stereo unspecified)	-1	0.8	-4	-1.6	-1	-6	-1	91	2
19	C[C@H](CO)N1C[C@H](C)[C@@H](CN(C)C)Oc2c(NS(=O)(=O)c3ccc(F)cc3)cccc2C1=O	x	0.8	x	1.2	x	-4	3	x	x
20	CCc1cccc(NC(=O)CSC2=NS(=O)(=O)c3ccccc32)c1	0	0.1	19	-0.7	-1	x	-5	100	6
21	Cc1ccc(NC(=O)O/N=C/c2ccc(F)cc2)cc1	-10	0.7	0	0.1	4	-9	-9	96	0
22	CC1Cc2cc(/C(O)=C3/C(=O)C(=O)N(CCCN(C)C)C3c3ccncc3)ccc2O1 (stereo unspecified)	3	x	9	x	16	2	x	109	-11
23	COc1ccc(-c2cc(=O)oc3c(C)c(OC(C)C(=O)Nc4ccc(CN5CCOCC5)cc4)ccc23)cc1 (stereo unspecified)	-10	2.8	35	2.6	3	-8	-4	116	6
24	COc1cc(NS(=O)(=O)c2ccc(NC(=O)c3ccc(Cl)cc3Cl)cc2)ncn1	0	-0.3	-62	-0.1	1	-3	-4	96	-9
25	Cc1cc(C)c2nc(C)cc(Nc3ccc(C(=O)N(C)C)cc3)c2c1	2	1.5	1	0.2	-4	x	-3	97	-13

Full records, looked up by structure.
CC(C)C[C@@H](CO)N1CCN(CC(C)C)CCC1=O is listed as PfM18AAP inh: 1; V1R ag counter: 1.2; NALP1 inh: 13; OXTR ag: -0.4; MEKK2 mut-MEK5: -3; GalR3 antagonist: -6; OXTR potentiate: -4; MEKK2wt PB1 HTS: 104; GPR7 antagonist: -2
COc1ccc(-c2cc(=O)oc3c(C)c(OC(C)C(=O)Nc4ccc(CN5CCOCC5)cc4)ccc23)cc1 (stereo unspecified) is listed as PfM18AAP inh: -10; V1R ag counter: 2.8; NALP1 inh: 35; OXTR ag: 2.6; MEKK2 mut-MEK5: 3; GalR3 antagonist: -8; OXTR potentiate: -4; MEKK2wt PB1 HTS: 116; GPR7 antagonist: 6

Of the compounds above, these contain an NH in an aromatic ring.
no.	molecule	PfM18AAP inh	V1R ag counter	NALP1 inh	OXTR ag	MEKK2 mut-MEK5	GalR3 antagonist	OXTR potentiate	MEKK2wt PB1 HTS	GPR7 antagonist
11	Cc1cccc(-n2c(Cc3cc(=O)[nH]c(=O)[nH]3)nnc2SC(C)C)c1	10	-0.3	-69	0.2	13	4	-2	107	-4
13	CCn1c(CCNC(=O)c2ccc(C)cc2)n[nH]c1=S	4	0.9	27	-0.5	-3	6	1	95	-13

The listing continues.
Each structure is followed by: PfM18AAP inh, V1R ag counter, NALP1 inh, OXTR ag, MEKK2 mut-MEK5, GalR3 antagonist, OXTR potentiate, MEKK2wt PB1 HTS, GPR7 antagonist
26) COCCNC(=O)C1CC2Cn3c(nc4cc5ccccc5cc43)C2N1C (stereo unspecified)
  x, 0.0, x, -0.5, 5, 0, -2, 79, x
27) Cc1onc(-c2ccccc2)c1NC(=O)N(Cc1ccccc1)C(C)C
  -16, 12, 18, -2.5, -16, -2, -2, 96, -9
28) OCCC1CN(Cc2nc3c(s2)CCCC3)CCN1Cc1ccsc1 (stereo unspecified)
  2, 0.8, -13, 0.1, -6, -2, -7, 97, -16
29) CS(=O)(=O)N(CC(=O)Nc1ccccc1C(=O)N1CCCC1)c1cccc([N+](=O)[O-])c1
  -3, 0.0, 6, -1.1, -1, -5, -21, 100, -14
30) C/C(=N\NC(=O)CCc1ccc(S(=O)(=O)N2CCOCC2)cc1)c1ccc(Br)cc1
  -2, 0.7, -1, -0.8, 3, 6, 2, 105, 0
31) CCCn1c(SCC(=O)Nc2ccc(NC(C)=O)cc2)nc2c1c(=O)n(C)c(=O)n2C
  -2, 0.3, -6, 1.3, -9, -5, -2, 90, -3
32) CCNC(=O)c1ccc2c(c1)S(=O)(=O)c1ccccc1C2=O
  6, -0.6, 16, -2.2, 5, 3, -2, 104, -14
33) CCOC(=O)CSc1nc2c(c(=O)n1-c1ccc(OC)cc1)SCC2
  -10, 0.0, x, -1.2, 6, x, -1, 109, 4
34) Clc1ccc(-n2ncc3c(NCc4ccc5c(c4)OCO5)ncnc32)cc1
  2, 0.1, 7, 0.5, 0, -2, -12, 103, -6
35) O=C1CC(NS(=O)(=O)c2ccc([N+](=O)[O-])cc2)CN1c1ccc(Cl)cc1 (stereo unspecified)
  x, 10, x, 9.9, x, -6, -18, x, x
36) c1ccc(-n2ncc3c2ncn2nc(-c4ccco4)nc32)cc1
  -2, 0.7, 11, -0.6, 1, -8, -2, 99, 4
37) COc1ccc2cc(C(=O)CS(=O)(=O)c3ccccc3)c(=O)oc2c1
  25, 0.6, 9, 1.1, 6, 3, -9, 100, -4
38) Cc1ccc(-n2nnnc2SCn2nnc3ccccc3c2=O)cc1
  -2, 5.9, 10, 8.5, -1, -4, -7, 102, 4
39) COc1ccc(CNC(=O)c2sc(=S)n(-c3ccccc3)c2N)cc1
  -10, 0.9, x, 0.4, 2, -4, -10, 110, -9
40) CCOC(=O)C1CCN(S(=O)(=O)c2c(C)[nH]c(=O)[nH]c2=O)CC1
  -15, 1.8, -2, 0.6, 3, -5, 1, 97, 4
41) Brc1c(CSc2nncn2-c2ccccc2)nc2sccn12
  -5, 0.1, -24, 0.0, -9, -7, -1, 91, -2
42) COc1ccc(C(=O)Nc2ccccc2N2CCCC2)cc1
  6, -1.1, 26, -2.3, 2, -10, -7, 103, 10
43) COc1ccc(C(=O)Nc2ccc(NC(=O)c3cccs3)c(OC)c2)cc1Cl
  -8, 0.6, -18, -0.6, -9, -5, -4, 93, 7
44) Cc1cccc(OCCOC(=O)C2CCN(S(=O)(=O)c3cccs3)CC2)c1
  -2, 2.4, -13, 2.0, -8, -4, -13, 105, -1
45) CCCc1ccc(C(=O)NNc2ccc(F)cc2)cc1
  14, 0.4, 10, -2.6, 0, 0, -4, 96, -2
46) O=c1[nH]cc(S(=O)(=O)c2ccccc2)[nH]1
  4, 1.5, -8, -0.5, -4, -2, -18, 101, 5
47) CCOC(=O)NCc1ccc(CNC(=O)OCC)cc1
  0, 0.9, -18, 0.4, 4, -2, -6, 104, -2
48) COc1ccc(Cn2c(N)c(C#N)c3nc4ccccc4nc32)cc1OC
  -7, 3.7, -6, 9.2, 2, -1, -19, 107, -10
49) CC(C)(Oc1ccc(Cl)cc1)C(=O)NNC(=O)c1ccc(Br)o1
  0, x, 6, x, 2, -3, x, 99, -3
50) CC(=O)Nc1ccc(CNC(=O)C[N+]2(C)CCOCC2)cc1
  0, -0.3, 1, 0.8, -10, -1, 1, 94, 2
51) COc1ccc(N2CCN(C(=O)CSc3nnc4c(C)cc5cc(C)ccc5n34)CC2)cc1
  6, -0.5, 8, -1.4, x, -3, 1, x, -14
52) Cc1ccc2c(C)cc(=S)[nH]c2c1
  15, x, -11, x, -8, -6, x, 91, -9
53) CN1C(=O)NC(c2cccc([N+](=O)[O-])c2)C2=C1CC(C)(C)CC2=O (stereo unspecified)
  -6, 0.7, -12, 0.0, 1, -10, -2, 102, -6
54) COc1cc2nc(SCc3ccc(F)cc3)n(Cc3cccs3)c(=N)c2cc1OC
  2, 0.7, 4, 0.4, 2, -4, -12, 116, -14

Screens from PubChem BioAssay.
